Source: PubChem BioAssay (several laboratories)
KKLEB cytotox – reduces viability of KKLEB cystic fibrosis airway cells | KKLEB CF airway cells viability, ATPlite luminescence, overnight; hits give low values; cells stimulated with P. aeruginosa culture filtrate | activity change (cytotoxicity), % at 5 µM | 0.36% of 360,000 active | AID 602141;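 active = corrected activity change at or below -50% at 5 µM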
CF NFkB block – inhibitors of cystic fibrosis induced NF-kB; 0.86% of 360,000 active; inhibition, % at 5 µM; KKLEB NF-kB-GFP reporter, PAF-induced, GFP fluorescence overnight; AID 588850;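 active = at least 50% inhibition at 5 µM, scaled per plate between neutral and stimulator controls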;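 also: PAF is a Pseudomonas aeruginosa culture filtrate used as stimulus; plate controls were PAF-stimulated DMSO wells for no effect and unstimulated DMSO wells for full effect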
SRC3 inh – inhibits human SRC3 coactivator. 0.17% of 360,000 active. AID 588352. inhibition, % at 3.6 µM. Q9Y6Q9. HEK293 GAL4-SRC3 luciferase reporter, luminescence;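 active = inhibition above a per-campaign cutoff, the mean of all compounds plus 3 SD, cut at about 60% in these data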;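 also: 0% = DMSO-treated cells and 100% = gossypol-treated cells at 36 µM; higher means less SRC3-driven luciferase light from the GAL4 reporter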
SRC1 inh – inhibits human SRC1 coactivator | HEK293 GAL4-SRC1 luciferase reporter, luminescence | 0.12% of 360,000 active | inhibition, % at 3.6 µM;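 active = inhibition above the campaign mean plus 3 SD, with each screening campaign given its own cutoff, cut at about 60% in these data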;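 also: 0% = DMSO treated cells and 100% = gossypol at 36 µM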
COUP-TFII inh – NR2F2 (human) inhibition, primary screen; 0.7% of 370,000 active; P24468; HEK293T NGFI-A luciferase reporter, luminescence; inhibition, % at 8.6 µM;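 active = inhibition above a per-plate cutoff, mean inhibition of test wells between control levels plus 3 SD, cut at about 38% in these data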;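 also: cells cotransfected with COUP-TFII expression vector driving the NGFI-A reporter; 0% = median of COUP-TF2 test wells and 100% = reporter-only cells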
Target sequence (P24468 whole entry, looked up): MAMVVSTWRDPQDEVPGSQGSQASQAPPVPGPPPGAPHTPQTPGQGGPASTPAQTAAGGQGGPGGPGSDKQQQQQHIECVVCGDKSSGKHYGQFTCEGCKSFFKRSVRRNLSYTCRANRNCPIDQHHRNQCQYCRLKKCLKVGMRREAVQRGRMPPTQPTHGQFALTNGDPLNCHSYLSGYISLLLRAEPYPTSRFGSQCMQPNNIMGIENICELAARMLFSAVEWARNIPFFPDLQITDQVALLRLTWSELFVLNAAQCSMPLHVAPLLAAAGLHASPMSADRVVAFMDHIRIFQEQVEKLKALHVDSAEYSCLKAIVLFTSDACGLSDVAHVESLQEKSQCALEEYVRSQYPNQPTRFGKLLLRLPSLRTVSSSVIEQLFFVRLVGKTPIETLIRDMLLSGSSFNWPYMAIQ
TROY NFkB inh – inhibitors of TROY-dependent NF-kB signaling | Q293 LMP1-TROYcd NF-kB luciferase reporter, 4 h | inhibition, % at 10 µM | 0.98% of 360,000 active;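 active = compounds whose plate-normalised and pattern-corrected inhibition of the luciferase reporter signal at the single screening dose is 50% or more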
Shn3 inh set2 – reduces Shn3 3'UTR luciferase signal in osteoblasts | Clone20 osteoblast Shn3 3'UTR firefly luciferase, 24 h | 0.52% of 360,000 active | inhibition, % at 12.5 µM;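 active = mean inhibition of at least 75% with every replicate also reaching 75%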;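 also: 0% = median of neutral control wells and 100% = pilot-screen positive control compound; some compounds past the cut are filed as inactive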
TRAIL sens C8 – sensitizes caspase-8 expressing cells to TRAIL; NB7+C8 cells + TRAIL, ATPlite viability luminescence; inhibition (viability loss, TRAIL sensitization), % at 10 µM; 1% of 360,000 active; AID 624354;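 active = compounds causing at least 50% loss of cell viability in the single-dose screen, relative to plate controls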
TWEAK Fn14 block – blocks TWEAK-Fn14 interaction in a reporter cell assay; TWEAK-stimulated Fn14 reporter cells, luciferase luminescence, 8 h; inhibition, % at 10 µM; 2% of 360,000 active; AID 1159606; in the data active = inhibition above about 50%
EBV LMP1 NFkB – reduces LMP1-driven NF-kappaB luciferase signal; LMP1-induced NF-kappaB luciferase reporter cells, luminescence; inhibition, % at 12.5 µM; 0.69% of 350,000 active; in the data active = inhibition above about 41%;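 also: 0% = neutral control wells and 100% = reference inhibitor control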
NR5A2 inv ag – suppresses constitutive activity of human LRH-1; O00482; HEK293T StAR-luciferase reporter, LRH-1 transfected, 24 h; inhibition, % at 3.6 µM; 0.13% of 360,000 active;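 active = inhibition above the mean inhibition of all tested compounds plus 3 SD, cut at about 73% in these data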;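 also: 0% = DMSO wells and 100% = reporter-only cells lacking LRH-1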
Target sequence (O00482 whole entry, looked up): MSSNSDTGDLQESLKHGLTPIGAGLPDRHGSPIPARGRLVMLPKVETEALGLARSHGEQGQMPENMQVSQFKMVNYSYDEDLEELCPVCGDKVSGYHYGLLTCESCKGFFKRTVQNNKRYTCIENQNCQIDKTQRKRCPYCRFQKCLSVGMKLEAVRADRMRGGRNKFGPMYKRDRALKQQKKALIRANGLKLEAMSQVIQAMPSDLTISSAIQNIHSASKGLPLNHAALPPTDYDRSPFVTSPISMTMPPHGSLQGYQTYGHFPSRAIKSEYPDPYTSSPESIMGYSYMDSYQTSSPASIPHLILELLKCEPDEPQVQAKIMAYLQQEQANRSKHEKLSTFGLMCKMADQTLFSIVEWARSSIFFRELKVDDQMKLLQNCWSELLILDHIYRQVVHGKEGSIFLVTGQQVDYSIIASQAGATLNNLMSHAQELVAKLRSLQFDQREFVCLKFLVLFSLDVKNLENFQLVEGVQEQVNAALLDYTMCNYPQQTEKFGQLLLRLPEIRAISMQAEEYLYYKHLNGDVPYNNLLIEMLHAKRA
An asterisk follows results filed as active; nt = no result given. Only part of the results is shown, so the mix of outcomes need not match the whole.

SMILES	KKLEB cytotox	CF NFkB block	SRC3 inh	SRC1 inh	COUP-TFII inh	TROY NFkB inh	Shn3 inh set2	TRAIL sens C8	TWEAK Fn14 block	EBV LMP1 NFkB	NR5A2 inv ag
COc1cc(/C=C2\SC(=Nc3ccc(Cl)c(C(=O)O)c3)NC2=O)c(Br)c(Br)c1O	-7.6	-5.9	17.3	-0.3	4.2	-15.8	-4.4	-6.5	-3.1	1.4	-9.0
CCN(CC(=O)Nc1cccc(C#N)c1)CC(=O)Nc1cccc(OC)c1	8.9	8.7	-5.5	5.6	18.9	9.8	12.6	-0.6	-2.8	-0.5	-4.4
Cc1ccc(C2=NN(CCC(=O)NC3CCCC3)C(=O)CC2)cc1	-1.2	-8.9	-7.5	6.4	1.3	-14.4	10.9	-9.5	23.7	2.7	-10.1
CCN1C(=O)NC(c2ccccc2)(c2ccccc2)C1=O	-1.6	2.5	12.6	11.2	-9.0	-1.8	3.3	-10.2	18.1	-0.7	-1.1
Cc1nnc(SCC(=O)Nc2ccc(S(=O)(=O)Nc3ccc(Cl)nn3)cc2)s1	-2.8	-14.1	-44.3	-13.9	-9.7	7.0	-5.8	-14.8	-8.9	6.7	-3.4
COc1ccc(C(=O)NC(C)CCc2ccccc2)c(OC)c1 (stereo not drawn)	8.5	-10.2	-2.6	-13.8	-0.4	-16.4	19.7	23.1	-8.9	-5.4	-33.7
COc1ccc(/C(C)=N/NC2=NCCN2)cc1Cl	6.8	0.6	-21.1	-19.7	-17.9	-9.0	26.8	6.3	8.5	1.0	18.7
COc1ccc(/C(O)=C2\C(=O)C(=O)N(Cc3ccco3)C2c2cc(OC)ccc2OC)cc1 (stereo not drawn)	7.8	13.2	-7.9	-6.5	-21.9	-38.1	-4.9	10.7	29.5	-17.3	-18.2
Cc1ccc(NP(=O)(c2ccc(N(C)C)cc2NC(=O)c2cccs2)N2CCOCC2)cc1 (stereo not drawn)	9.2	-4.1	-0.3	0.0	2.9	-6.6	2.8	-11.4	-10.7	-2.1	14.1
Cc1nn2c(=O)cc(CSc3ccccc3NC(=O)c3ccccc3F)nc2s1	19.6	8.9	-2.7	9.9	-1.1	-1.1	-13.5	0.8	27.0	2.3	1.4
COc1ccc(NC(=O)CN(C)C(=O)C2(c3ccccc3)CCCC2)cc1	4.6	-107.8	41.8	31.8	-4.2	-6.7	36.8	11.7	22.2	-21.3	40.8
COc1ccccc1C(=O)N/C(=C/c1ccccc1)C(=O)Nc1ccc(C(=O)O)cc1	3.7	-0.7	-15.1	-10.8	-6.9	-3.8	5.9	-5.2	-10.2	-3.0	11.9
COc1ccc(CNc2ncc(-c3ccc(F)cc3)n2C)cc1OC	-1.0	1.3	-1.0	5.2	11.1	-8.6	6.3	0.5	11.6	6.6	15.2
CCN(c1ccccc1)S(=O)(=O)c1ccc(NC(=O)C(C)(C)C)cc1	-7.8	5.7	10.2	-1.4	-4.9	7.5	13.2	5.3	3.6	-9.6	16.7
COC(=O)CSc1nnc([C@H](CC(C)C)NC(=O)OC(C)(C)C)o1	-0.4	3.1	0.3	4.7	2.0	-12.9	-5.1	2.8	-9.1	5.1	-4.4
CCOc1ccc(OCc2ccc(C(=O)N/N=C(\C)c3ccccn3)cc2)cc1	-2.4	12.6	-35.1	-96.3	-35.1	-38.7	91.5*	34.5	-4.3	22.9	-70.0
c1ccc(-c2noc(CN3CCN(c4cnccn4)CC3)n2)cc1	-0.3	6.3	-1.7	-17.3	5.4	-9.3	-12.8	-0.7	10.7	-6.6	-3.9
Cn1ccnc1SCC(=O)Nc1cccc(O)c1	4.1	8.6	-19.4	-1.0	-18.4	-9.3	-8.5	-1.1	-15.9	-3.0	-35.1
COc1ccc(S(=O)(=O)NC2CC2)cc1-n1cnnn1	12.4	-13.1	6.7	10.9	-8.2	2.1	-14.6	17.5	-17.4	-5.1	-13.8
COC(=O)/C(N=Nc1cccc(C(F)(F)F)c1)=C(\C)O	4.3	-5.5	-5.4	-16.4	-5.2	5.2	0.6	3.5	-20.6	11.7	0.7
CC(=O)c1ccc(NC(=O)C(C)N(C)CC(=O)Nc2ccccc2Cl)cc1 (stereo not drawn)	-7.0	2.6	10.8	2.2	9.9	7.4	-11.4	-3.2	-3.0	-5.0	-13.1
COc1cc(NCCCn2ccc(NC(=O)OCc3ccccc3)nc2=O)cc(OC)c1OC	3.7	5.7	-6.1	-9.3	3.5	0.0	8.6	-5.5	-11.5	8.4	-9.9
COC(=O)Cc1[nH]nc2c1C(c1cc(OC)c(OC)c(OC)c1)C(C#N)=C(N)O2 (stereo not drawn)	5.5	-1.5	15.2	3.3	-11.4	-6.0	8.0	-0.5	12.1	4.4	4.3
O=C1NC(=S)S/C1=C/c1ccc(OC(=O)c2ccco2)cc1	-29.0	36.4	-11.9	-25.0	8.7	2.6	-22.4	35.8	1.4	-7.2	-4.7
COc1ccc2c(c1)-c1ccccc1S(=O)(=O)N(C)C2	3.1	8.6	10.1	8.6	18.7	-3.2	-6.0	-12.2	9.1	-13.2	10.1
Nc1ccc2c(C(F)(F)F)cc(=O)oc2c1	-6.6	6.5	0.2	-4.6	5.6	-8.5	4.3	1.7	-1.9	7.5	12.4
COc1ccc(C2=NOC(Cn3nc(C(=O)NCc4cccc(C(F)(F)F)c4)cc3-c3ccccc3)C2)cc1 (stereo not drawn)	-2.5	-5.9	-21.3	-4.2	13.6	8.1	17.3	8.1	24.6	-0.5	8.7
O=C(CCc1ccc(S(=O)(=O)N2CCCCC2)cc1)c1nnc(-c2ccccc2)o1	-9.1	4.2	8.1	-23.0	13.4	-48.4	5.6	-4.4	-7.4	-7.2	-15.7
O=C(OCc1nc2ccc(Cl)cc2n1CCO)c1ccccc1C(=O)c1ccccc1	-10.6	8.7	6.2	-16.8	0.0	3.5	-3.9	0.2	8.8	7.9	1.6
Cc1ccc(CN(c2ccc(C(=O)NCc3ccccn3)cc2)S(C)(=O)=O)cc1	-3.6	-3.0	-28.2	6.8	11.0	-14.9	2.6	-1.6	-22.0	-14.7	8.0
CC(C)c1nc2sc3c(SCC(=O)NCc4ccco4)ncnc3c2c2c1CCC2	-16.7	22.6	-13.4	2.6	4.3	-10.5	-14.9	-1.7	-0.5	-1.4	0.4
COc1ccc(OC)c(C2CC(=O)NC(SC)=C2C#N)c1 (stereo not drawn)	1.1	-8.1	-18.6	-4.0	-22.7	2.5	-5.0	2.2	26.0	16.9	-4.8
COC(=O)c1c(N2C(=O)CC(Sc3ccccc3C(=O)O)C2=O)sc2c1CCCC2 (stereo not drawn)	-5.4	-0.2	-7.5	-15.5	-4.9	1.0	3.0	-4.7	-6.9	-5.0	-3.0
CCN(CC)C(=O)[C@H]1C[C@H](CC(=O)NCCN2CCOCC2)C(=O)N2CCc3c([nH]c4cc(CCC(=O)N(C)C)ccc34)[C@]12C	-1.0	-8.9	-9.3	0.4	-12.9	0.7	7.2	-1.8	8.5	15.0	-7.1
COc1cccc(CN2CC(C(=O)NCc3cnn(C)c3)CCC2=O)c1 (stereo not drawn)	-2.2	4.0	13.1	-3.3	0.4	-2.5	-1.0	6.1	8.1	-1.8	10.8
Cc1cccc(NNC(N)=S)c1C	-0.1	-6.9	16.7	-10.0	3.7	-2.5	20.7	0.8	5.6	-5.8	7.5
Cc1cc(NC(=O)Cn2nc(-c3ccccc3F)ccc2=O)ccc1-n1cnnn1	0.4	4.6	15.2	8.0	-11.6	17.1	-52.5	-1.9	10.1	0.9	16.3
COc1cc(C2Nc3ccccc3NC3=C2C(=O)CC(C)(C)C3)cc(OC)c1OC(C)=O (stereo not drawn)	13.0	-29.9	-3.5	11.1	-9.7	27.2	8.3	0.5	-14.4	-1.2	-0.4
COc1ccc2ccc(O)c(CN(C)CC(=O)Nc3ccccc3C(F)(F)F)c2c1	-19.5	17.0	-4.9	-10.7	-5.5	15.2	-82.0	-11.3	16.6	-3.6	23.7
CCCNC(=O)C12CCC(C)(c3nc4cc(C)c(C)cc4nc31)C2(C)C (stereo not drawn)	-9.7	-20.4	15.9	-7.2	15.6	11.3	7.7	-8.2	-6.5	8.0	9.6
COc1ccc(CCNS(=O)(=O)c2cccc([N+](=O)[O-])c2)cc1OC	15.1	6.8	6.9	12.4	5.5	-29.8	4.1	-5.8	14.4	3.1	-5.7
COc1cc(C)c(C(=O)Oc2cc(C)c(C(=O)O)c(O)c2C)c(O)c1C(=O)O	-8.8	-3.6	-3.3	-8.3	-9.1	1.0	-25.4	-9.7	10.1	-9.3	9.4
CCC1CCCCN1CCCNC(=O)Cn1ncc2c([nH]c3ccc(C)cc32)c1=O (stereo not drawn)	16.3	-27.3	-15.0	-15.3	nt	-15.0	-11.7	1.0	5.3	6.7	-6.4
COCCN(Cc1ccccc1)C(=O)c1ccc2c(c1)NC(=O)CS2	14.4	-6.9	-5.4	3.1	-26.3	-7.8	18.9	2.8	4.6	-0.1	-1.6
COc1ccc(Cn2c(O)c(C=Nc3ccc(C)cc3)c3ccccc3c2=O)cc1	4.6	-41.2	1.6	4.6	-12.2	6.5	-13.7	19.9	-12.8	1.1	-6.6
CCCN(CC(=O)Nc1ccccc1C)C(=O)CCCOc1ccc(Br)cc1	7.0	-17.2	5.9	2.2	19.7	-9.7	-1.6	-1.6	-7.2	-2.5	8.2
Cc1ccc2c(c1)-c1c(ssc1=S)C(C)(C)N2C(=O)c1ccco1	-9.3	16.0	6.0	-5.3	-10.6	23.1	2.2	11.9	28.0	10.4	15.7
O=C(NN1CCOCC1)c1cccc(Br)c1	3.3	7.4	8.9	12.7	19.6	-15.4	-9.4	-2.7	-0.8	nt	-5.6
O=C(CCSc1nc2cc(Cl)ccc2o1)N1CCOCC1	-2.7	-15.7	-4.7	-7.6	-2.3	-12.3	-4.7	8.0	13.6	-5.2	-4.2

Structural class: the compounds so far with a COOH group
SMILES	KKLEB cytotox	CF NFkB block	SRC3 inh	SRC1 inh	COUP-TFII inh	TROY NFkB inh	Shn3 inh set2	TRAIL sens C8	TWEAK Fn14 block	EBV LMP1 NFkB	NR5A2 inv ag
COc1cc(/C=C2\SC(=Nc3ccc(Cl)c(C(=O)O)c3)NC2=O)c(Br)c(Br)c1O	-7.6	-5.9	17.3	-0.3	4.2	-15.8	-4.4	-6.5	-3.1	1.4	-9.0
COc1ccccc1C(=O)N/C(=C/c1ccccc1)C(=O)Nc1ccc(C(=O)O)cc1	3.7	-0.7	-15.1	-10.8	-6.9	-3.8	5.9	-5.2	-10.2	-3.0	11.9
COC(=O)c1c(N2C(=O)CC(Sc3ccccc3C(=O)O)C2=O)sc2c1CCCC2 (stereo not drawn)	-5.4	-0.2	-7.5	-15.5	-4.9	1.0	3.0	-4.7	-6.9	-5.0	-3.0
COc1cc(C)c(C(=O)Oc2cc(C)c(C(=O)O)c(O)c2C)c(O)c1C(=O)O	-8.8	-3.6	-3.3	-8.3	-9.1	1.0	-25.4	-9.7	10.1	-9.3	9.4
